From PubChem
Casp7 inh: blocks human caspase-7 allosterically or competitively. recombinant caspase-7, Ac-DEVD-AFC fluorescence rate. AID 889. 75,000 tested, 0.02% active. Potency, µM (highest dose often 57.5 µM), inactives show at the highest dose activity change, negative = inhibition, usual class: inhibitors. P55210; active = well fitted inhibition curve with a large enough effect in the main read-out, with a control signal flat, not every such curve was filed as active; inconclusive = small, poorly fitted or top-dose-only effect, or a change in a side signal; note: potency is the fitted concentration of half-maximal effect; % of control where 0% means no effect
Target sequence (P55210 24-198 limits assumed): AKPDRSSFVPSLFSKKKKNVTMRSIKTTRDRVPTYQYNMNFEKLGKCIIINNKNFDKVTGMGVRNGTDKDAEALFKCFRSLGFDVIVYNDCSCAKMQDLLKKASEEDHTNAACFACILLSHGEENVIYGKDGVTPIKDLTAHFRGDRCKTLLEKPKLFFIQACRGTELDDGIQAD
Target sequence (P55210 207-303 limits assumed): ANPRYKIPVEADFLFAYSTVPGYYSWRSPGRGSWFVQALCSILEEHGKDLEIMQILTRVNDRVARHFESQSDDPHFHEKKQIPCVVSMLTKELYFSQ
Luciferase inh: blocks Photinus pyralis firefly luciferase activity | purified firefly luciferase, luminescence, 8 min | 72,000 tested, 2.2% active | P08659 | Potency, µM (titrated, usually from 57.1 µM), for the others: at the top dose activity change, negative = inhibition, actives largely listed as inhibitors; note: potency is the fitted concentration of half-maximal effect; % is set by controls: 0 for no effect and ±100 for the full control effect; nearly all actives have a fitted effect of over 40% in size
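qHTS concentration-response profiling: light output of P. pyralis luciferase with luciferin and 10 uM ATP, imidazole buffer pH 7.2. Read by luminescence after 8-min room-temperature incubation.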
Tau fil binding: binders of human tau filaments. P10636. recombinant tau filaments, thioflavin S fluorescence, 15 h; filaments grown with octadecylsulfate alongside compound. Potency, µM (top dose mostly 57.1 µM), for inactives: top-dose activity change, negative = inhibition. 71,000 tested, 2% active;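 note: potency is the fitted concentration of half-maximal effect; % is set by controls: 0 for no effect and ±100 for the full control effect; actives lower thioflavin S fluorescence by blocking filaments or displacing dye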
Target sequence (P10636 whole entry, looked up): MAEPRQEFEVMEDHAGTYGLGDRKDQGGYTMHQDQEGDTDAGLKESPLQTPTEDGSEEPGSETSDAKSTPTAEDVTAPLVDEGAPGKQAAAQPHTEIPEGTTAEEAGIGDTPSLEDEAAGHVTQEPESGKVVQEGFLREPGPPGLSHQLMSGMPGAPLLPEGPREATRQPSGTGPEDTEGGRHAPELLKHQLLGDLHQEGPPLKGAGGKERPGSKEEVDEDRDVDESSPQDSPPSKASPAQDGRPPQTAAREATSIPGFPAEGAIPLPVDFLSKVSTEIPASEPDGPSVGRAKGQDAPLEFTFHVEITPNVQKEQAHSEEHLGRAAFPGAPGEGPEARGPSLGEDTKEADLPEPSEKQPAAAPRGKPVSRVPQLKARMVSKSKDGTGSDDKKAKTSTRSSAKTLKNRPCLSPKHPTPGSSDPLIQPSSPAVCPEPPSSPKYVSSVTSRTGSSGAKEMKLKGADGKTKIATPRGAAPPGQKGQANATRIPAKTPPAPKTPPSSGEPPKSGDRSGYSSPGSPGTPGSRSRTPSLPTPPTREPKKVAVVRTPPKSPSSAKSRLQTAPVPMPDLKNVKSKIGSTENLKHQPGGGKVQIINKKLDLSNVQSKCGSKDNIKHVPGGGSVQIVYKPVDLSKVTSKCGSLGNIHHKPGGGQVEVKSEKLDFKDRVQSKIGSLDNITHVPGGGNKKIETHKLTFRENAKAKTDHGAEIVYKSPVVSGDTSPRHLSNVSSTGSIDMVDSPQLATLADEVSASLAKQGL
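Assay mix: 1 uM His-tagged tau, 30 uM sodium octadecylsulfate, thioflavine S dye in HEPES/NaCl/DTT buffer. Compound is added prior to the inducer. Fluorescence after 15 h at 37 C.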
Fluorescein autfl: fluorescein region autofluorescence; 59,000 tested, 0.91% active; Compound autofluorescence, 480/540 nm, fluorescein-equivalent; hits give high values; max fluorescein-equivalent concentration, M; in the data active = max fluorescein-equivalent concentration above about 10 nM; inconclusive = between about 1.1 nM and that limit
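Compounds (23 nL) in 100 mM Tris pH 8.0, 15 min at room temperature, then fluorescence read at 480 nm excitation/540 nm emission. Signal converted to fluorescein-equivalent concentration from an on-plate fluorescein standard curve.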
HADH2 inh: inhibitors of human HADH2 dehydrogenase; recombinant HADH2, NADH fluorescence, beta-hydroxybutyryl-CoA; AID 886; 73,000 tested, 3.4% active; Potency, µM (highest dose often 57.1 µM), for inactives: at the top dose activity change, negative = inhibition, actives largely listed as inhibitors; Q99714; note: potency is the fitted concentration of half-maximal effect; % is set by controls: 0 for no effect and ±100 for the full control effect; nearly all actives have a fitted effect of over 60% in size; many of its hits are not listed in these tables
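Buffer 100 mM Tris-HCl pH 9.0/0.01% Tween-20; HADH2 20 nM; NAD+ 1 mM; beta-hydroxybutyryl-CoA 90 uM (all final). 15 min cpd preincubation, RT.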
ERK AVP block: vasopressin-driven ERK pathway inhibition; HEK293-V1b, vasopressin-stimulated pERK AlphaScreen; Potency, µM (highest dose often 57.5 µM), for the others: top-dose activity, negative = inhibition, usual class: inhibitors; 72,000 tested, 0.99% active; note: potency is the fitted concentration of half-maximal effect; % is set by controls: 0 for no effect and ±100 for the full control effect; nearly all actives have a fitted effect of over 55% in size
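Phosphorylated ERK1/2 detected via AlphaScreen bead proximity in lysates of V1b-expressing HEK293 cells given 25 nM vasopressin for 5 min after 30 min compound exposure (37 °C). AC50 from Hill equation; basal DMSO 0%, vasopressin 100%.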
Caspase-1 inhib: allosteric or competitive inhibitors of human caspase-1; P29466; Caspase-1 enzyme, Ac-WEHD-AFC fluorogenic rate; Potency, µM (top dose mostly 57.5 µM), for the others: top-dose activity change, negative = inhibition, most hits filed as inhibitors; 75,000 tested, 0.03% active; AID 900;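 note: potency is the fitted concentration of half-maximal effect; plate controls were vehicle for no effect and no substrate for full effect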
USP2a inh: inhibitors of human ubiquitin-specific protease USP2a; Potency, µM (top dose mostly 38.3 µM), for inactives: top-dose activity change, negative = inhibition, actives largely listed as inhibitors; USP2a enzymatic assay, qHTS inhibition; 60,000 tested, 0.1% active; O75604;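 note: potency is the fitted concentration of half-maximal effect; nearly all actives have a fitted effect of over 60% in size; plate controls were DMSO for no effect and NEM full inhibition control for full effect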
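USP2 core (20nM final) preincubated 30 min RT with compound, then Ub-PLA2 20nM and NBD C6-HPC 20uM final added; buffer 20mM Tris-HCl pH 8.0, 2mM CaCl2. Fluorescence Ex 460/Em 535 read at 0 and 2.5 h; normalized to NEM.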
Rhodamine autofl: compound autofluorescence in rhodamine spectral region. Rhodamine-region fluorescence, 547/598 nm, Tris buffer; hits give high values. 59,000 tested, 0.05% active. max dye-equivalent concentration, M; in the data active = max dye-equivalent concentration above about 11 nM; inconclusive = between about 1.1 nM and that limit
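Steps: pin-transfer compounds into pH 8.0 Tris (100 mM), hold 15 min at room temperature, image with a 547/598 nm filter pair, and convert intensities to rhodamine-equivalent concentration using a six-point on-plate rhodamine series.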
Texas Red fluor: compound fluoresces in the Texas Red spectral region; max dye-equivalent concentration, M; Compound fluorescence, Texas Red channel, 547/618 nm; hits give high values; 59,000 tested, 0.06% active; AID 587; in the data active = max dye-equivalent concentration above about 10 nM; inconclusive = between about 1.1 nM and that limit
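qHTS profiling of intrinsic compound fluorescence; 100 mM Tris pH 8.0; 15 min RT; ex 547 / em 618 nm; response expressed as Texas Red dye-equivalent concentration from six-point plate standard.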
HEK293 cAMP cs: raises cAMP in parental HEK293 cells, TSHR agonist counter-screen; AID 938; Potency, µM (series often up to 57.1 µM), for inactives: at the top dose activation, actives largely listed as activators; 73,000 tested, 2.5% active; parental HEK293 CNG cAMP sensor, membrane potential fluorescence; note: potency is the fitted concentration of half-maximal effect; % of control where 0% means no effect; nearly all actives have a fitted effect of over 55% in size
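Counterscreen for endogenous-receptor signalling: CNG-channel HEK 293 cells report cAMP rise by membrane depolarization. After 60 min dye equilibration with 100 uM RO 20-1724, compounds incubated 30 min before bottom-read fluorescence at 590 nm.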
* marks the source's active call; other numbers are inactive results; i = inactive; ? = inconclusive; . = no result given; [ ] = remark or other dose. Unless noted, calls come from the whole dose curve; as a rule, active = well fitted curve in the direction sought with a large enough effect; inconclusive = small, poorly fitted or top-dose-only effect, or another doubt; inactive = no such curve, though single readings can be large; an effect the other way counts as inactive or inconclusive.

Molecule	Casp7 inh	Luciferase inh	Tau fil binding	Fluorescein autfl	HADH2 inh	ERK AVP block	Caspase-1 inhib	USP2a inh	Rhodamine autofl	Texas Red fluor	HEK293 cAMP cs
CCOC(=O)N1CCN(c2nc(C)c3c(n2)CCCC3=O)CC1	0%	0%	3%	i	3%	-8%	-1%	10%	i	i	0%
O/N=C1/CCSc2ccccc21	1%	2%	-2%	i	-3%	20%	-1%	4%	i	i	3%
COC(=O)N1CCC2(CCN(Cc3ccccc3)CC2)CC1	1%	1%[11.4 µM]	4%	i	-5%	-1%	-5%	-6%	i	i	3%
NC(N)=Nc1nc2ccc([N+](=O)[O-])cc2[nH]1	-1%[11.5 µM]	1%[11.4 µM]	7%[11.4 µM]	i	0%[11.4 µM]	-3%[11.5 µM]	5%[11.5 µM]	.	i	i	0%[11.4 µM]
CN(C)C(=O)c1ccc(-c2cncnc2NCc2ccccc2)cc1	-5%	2%[2.29 µM]	-4%	?	?	22%	-1%	-8%	i	i	5%
O=C(CSc1nnc(-c2ccco2)o1)NC1CCCCCC1	6%	4%	5%	i	-6%	-8%	-1%	-2%	i	?	25%
O=C(CSc1oc(-c2ccco2)nc1S(=O)(=O)c1ccc(F)cc1)NCC1CCCO1 (configuration not stated)	-22%	-2%	0%	?	-29%	20%	-10%	27%	i	i	0%
O=C(CCN1CCN(c2ccccc2F)CC1)Nc1ccc2c(c1)OCO2	0%	-30%	-16%	?	-5%	16%	1%	-1%	i	i	-7%
COc1ccc(-c2cnc(SCC(=O)Nc3ccc4c(c3)OCO4)n2Cc2ccco2)cc1	-8%	-8%	56%	?	-3%	-21%	-5%	4%	i	i	?
CC(c1ccccc1)N1C(=O)CC(Sc2ncccc2C(=O)O)C1=O (configuration not stated)	0%	1%	1%	?	-9%	-17%	0%	3%	i	?	?
c1cncc(-c2nc(NCc3cccs3)c3ccccc3n2)c1	-1%	2%[2.29 µM]	34%	i	-18%	-23%	1%	73%[activator]	i	i	14%
O=C(N/N=C1/C[C@@H](O)[C@@H](O)[C@@H]2[C@@H]3C(=O)N(C[C@@H]4CCCO4)C(=O)[C@H]3CC[C@H]12)OCc1ccccc1	-1%[11.5 µM]	-1%[11.4 µM]	.	.	4%[11.4 µM]	33%[11.5 µM]	2%[11.5 µM]	.	.	.	3%[11.4 µM]

One compound at a time, from the list above.
O=C(N/N=C1/C[C@@H](O)[C@@H](O)[C@@H]2[C@@H]3C(=O)N(C[C@@H]4CCCO4)C(=O)[C@H]3CC[C@H]12)OCc1ccccc1 is listed as Casp7 inh = -1%[11.5 µM]; Luciferase inh = -1%[11.4 µM]; Tau fil binding = .; Fluorescein autfl = .; HADH2 inh = 4%[11.4 µM]; ERK AVP block = 33%[11.5 µM]; Caspase-1 inhib = 2%[11.5 µM]; USP2a inh = .; Rhodamine autofl = .; Texas Red fluor = .; HEK293 cAMP cs = 3%[11.4 µM]
O=C(CCN1CCN(c2ccccc2F)CC1)Nc1ccc2c(c1)OCO2 is listed as Casp7 inh = 0%; Luciferase inh = -30%; Tau fil binding = -16%; Fluorescein autfl = ?; HADH2 inh = -5%; ERK AVP block = 16%; Caspase-1 inhib = 1%; USP2a inh = -1%; Rhodamine autofl = i; Texas Red fluor = i; HEK293 cAMP cs = -7%

(continued)
Molecule	Casp7 inh	Luciferase inh	Tau fil binding	Fluorescein autfl	HADH2 inh	ERK AVP block	Caspase-1 inhib	USP2a inh	Rhodamine autofl	Texas Red fluor	HEK293 cAMP cs
Cn1c(=O)oc2cc(S(=O)(=O)N3CCCC(C(=O)NCCN4CCOCC4)C3)ccc21 (configuration not stated)	-1%	3%	7%	.	-2%	-2%	0%	.	.	.	10%
CC(=O)c1cc(C)ccc1OC(=O)c1cccnc1	3%	2%	-14%	?	3%	0%	2%	-1%	i	?	-5%
COCCn1c(=S)[nH]c2cc(C(=O)N3CCN(Cc4ccc5c(c4)OCO5)CC3)ccc2c1=O	-7%	2%	-3%	i	1%	-13%	-1%	41%[activator]	i	i	27%
C=CCn1c(=O)[nH]c2cc(C(=O)N3CCN(c4ccc(C(C)=O)cc4)CC3)ccc2c1=O	-4%	1%	0%	i	-17%	16%	-5%	41%[activator]	i	i	20%
Cc1ccccc1-c1nc(N2CCOCC2)c2ccccc2n1	?	1%[2.29 µM]	-2%	i	-14%	?	-1%	13µM*	i	i	?
CNC(=O)C1(CC(C)C)C=CCN1C(=O)c1ccccc1 (configuration not stated)	0%	.	2%	.	-1%	7%	0%	.	.	.	12%
CCN1CCN(CCCOc2ccc(-c3ccccc3)cc2)CC1	-1%	-6%	-28%	i	10%	?	-1%	9%	i	i	25%
Cc1ccc(C(=O)CC2(O)C(=O)N(CCc3ccccc3)c3ccc(Br)cc32)o1 (configuration not stated)	-1%	0%	-11%	i	4%	-21%	-2%	32%[activator]	i	i	25%
O=C(Nc1ccccc1)N1CCCC2(CCN(C(=O)c3cc(C(F)(F)F)cc(C(F)(F)F)c3)CC2)C1	-3%	-3%[11.4 µM]	-10%	i	8%	19%	-1%	97%[activator]	i	i	30%
Cc1ccc2cc3c(N)c(C(=O)N4CCOCC4)sc3nc2c1	-5%	13µM*	-18%	?	-9%	1%	-3%	75%[activator]	i	i	-7%
CCCCn1c(=O)[nH]c(=O)c2c1nc(CN1C(=O)c3ccccc3S1(=O)=O)n2CCC	-2%	-1%	7%	i	12%	26%	-3%	24%	i	i	14%
CC(C)CCn1c(SCC(=O)c2ccccc2)nc2c1c(=O)[nH]c(=O)n2C	2%	3%	6%	i	-8%	-21%	-1%	.	i	i	6%
COc1ccc(-c2nc(SC)n(S(=O)(=O)c3ccccc3)n2)cc1	-3%	-11%	5%	i	-10%	-6%	-1%	-10%	i	i	25%
O=C1CC(c2cccs2)c2cc3c(cc2N1)OCCO3 (configuration not stated)	1%	3%	-5%	i	6%	?	-1%	16%	i	i	4%
CCn1cc(C(=O)Nc2nncs2)c(=O)c2cc(F)c(N3CCN(C(=O)c4ccco4)CC3)cc21	0%	6%	8%	i	20%	-16%	-2%	19%	i	i	?
CN(C)c1oc(COc2ccc(F)cc2)nc1C#N	2%	-1%	5%	i	5%	-15%	-1%	-3%	i	i	15%
CCOCCCNC(=O)c1ccc2c(c1)N(Cc1ccccc1)C(=O)CS2=O (configuration not stated)	-4%	1%	-1%	.	-14%	-4%	1%	.	.	.	5%
COc1ccc(CN2CCN(c3ncccn3)CC2)c(OC)c1	0%	3%	0%[11.4 µM]	.	4%[11.4 µM]	?	1%	1%[7.66 µM]	.	.	12%[11.4 µM]
Cn1c([N+](=O)[O-])cnc1CN1CCN(CCO)CC1	0%[11.5 µM]	6%[11.4 µM]	-8%[11.4 µM]	?	3%[11.4 µM]	7%[11.5 µM]	-2%[11.5 µM]	.	i	i	1%[11.4 µM]
O=C(O)CN1C(=O)CNC1=O	0%	-3%	0%	?	1%	19%	3%	-7%	i	i	-1%
COC(=O)[C@@]1(Cc2ccc(OC)cc2)[C@H]2c3cc(C(=O)N(C)C)n(C[C@H](O)CO)c3C[C@H]2CN1C(=O)c1ccccc1	-2%	.	-6%	.	2%	21%	0%	.	.	.	?
COCC(=O)N1CCC2(CCCN(Cc3ccc(C#N)cc3)C2)CC1	-1%	-1%[11.4 µM]	22%	i	4%	2%	-2%	-2%	i	i	2%
NS(=O)(=O)c1ccc(CCNc2nc(CN3CCOCC3)nc3sc4c(c23)CCC4)cc1	-4%	-1%	13%	?	-2%	7%	-1%	14%	i	?	21%
CCCCCn1c2nc3ccccc3nc2c2c(=O)n(CC3CCCO3)c(C)nc21 (configuration not stated)	-5%	1%	-5%	?	24%	8%	-4%	6%	i	i	13%
COCCNC(=O)c1cc2c(=O)n(C)c3ccccc3c2n1C	1%	-5%	18%	.	-15%	-10%	-1%	.	.	.	-2%[11.4 µM]
CCCN(C(=O)CSc1nnc(-c2ccoc2C)n1N)C1CCS(=O)(=O)C1 (configuration not stated)	1%	1%	-8%	i	-4%	22%	0%	-5%	i	i	1%
Nc1nc(Nc2ccc(Cl)cc2Cl)nc(C(F)(F)F)n1	-2%	-19%	6%	i	2%	-23%	-2%	11%	i	i	23%
COCCNC(=O)C(c1ccc(C)o1)N(C(=O)c1snc(C(N)=O)c1N)c1cccc(C)c1 (configuration not stated)	-7%	3%	-4%	i	1%	-9%	-9%	26%	i	i	4%

Some of the compounds tested, so the mix of outcomes need not match the whole.
